Bioassay records from PubChem.
HTR5A ag = HTR5A agonism, opioid heterodimer counter-screen; P47898; HTR5A agonist assay, luminescence, cell-based; activation, % at 9.3 µM; actives 0.61% (n = 340,000); AID 504692; in the data active = activation mostly above about 9.5%, no sharp cut-off; inactive = mostly below about 7.6%;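 also: 0% = cells with vehicle only and 100% = reference agonist; strong numbers were not always called active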
Target sequence (P47898 whole entry, looked up): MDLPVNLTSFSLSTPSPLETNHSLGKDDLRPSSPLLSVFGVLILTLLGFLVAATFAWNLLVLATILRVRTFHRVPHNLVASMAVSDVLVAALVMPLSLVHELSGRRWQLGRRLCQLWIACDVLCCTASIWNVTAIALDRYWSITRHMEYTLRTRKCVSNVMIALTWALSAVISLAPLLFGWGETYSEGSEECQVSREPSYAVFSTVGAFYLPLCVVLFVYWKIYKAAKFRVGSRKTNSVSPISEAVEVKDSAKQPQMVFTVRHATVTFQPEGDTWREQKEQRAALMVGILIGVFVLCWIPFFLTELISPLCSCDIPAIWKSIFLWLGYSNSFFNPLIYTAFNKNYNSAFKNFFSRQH
Keap1 Nrf2 FP = inhibitors of human Keap1-Nrf2 protein-protein interaction. Q14145. Keap1 Kelch-Nrf2 peptide fluorescence polarization, 1536-well. inhibition, % at 9.4 µM. actives 0.15% (n = 340,000); in the data active = inhibition above about 12%;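 also: human Keap1 Kelch domain with fluorescein labeled Nrf2 9mer peptide probe; 0% = neutral control wells and 100% = peptide positive control; higher means more block of Keap1 binding to Nrf2 peptide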
Target sequence (Q14145 whole entry, looked up, the tested form may be a part): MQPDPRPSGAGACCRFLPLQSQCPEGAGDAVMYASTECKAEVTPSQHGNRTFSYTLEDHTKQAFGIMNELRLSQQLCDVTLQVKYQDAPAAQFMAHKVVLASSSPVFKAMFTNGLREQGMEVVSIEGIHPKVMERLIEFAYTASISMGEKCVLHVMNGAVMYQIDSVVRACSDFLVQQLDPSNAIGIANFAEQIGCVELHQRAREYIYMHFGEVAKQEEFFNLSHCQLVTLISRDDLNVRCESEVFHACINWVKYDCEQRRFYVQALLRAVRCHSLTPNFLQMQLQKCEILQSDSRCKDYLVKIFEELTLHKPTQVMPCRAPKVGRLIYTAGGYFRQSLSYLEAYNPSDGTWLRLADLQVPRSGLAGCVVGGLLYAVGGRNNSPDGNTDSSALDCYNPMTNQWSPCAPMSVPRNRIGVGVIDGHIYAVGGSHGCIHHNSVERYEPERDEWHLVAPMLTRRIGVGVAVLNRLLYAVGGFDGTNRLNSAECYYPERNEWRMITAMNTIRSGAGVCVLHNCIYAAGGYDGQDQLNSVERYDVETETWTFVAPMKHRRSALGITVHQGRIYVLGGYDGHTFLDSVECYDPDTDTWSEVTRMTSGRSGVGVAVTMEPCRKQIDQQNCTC
OPRM1-OPRD1 inv = inverse agonist of human OPRM1-OPRD1 heterodimerization | actives 0.21% (n = 340,000) | AID 504357 | cell-based MOR-DOR heterodimer luminescence, inverse agonism | inhibition, % at 9.3 µM | P35372+P41143; in the data active = inhibition above about 22%, passing the limit was not always enough;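 also: 0% = cells with DMSO and 100% = wells without cells with DMSO; values of inactives mirror those of a sister screen read the other way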
C-LANA FP = blocks KSHV LANA C-terminal domain binding to DNA | inhibition, % at 9 µM | actives 0.078% (n = 340,000) | MBP-C-LANA/FAM-LBS DNA binding, fluorescence polarization;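 active = highest replicate inhibition at or above 60% at 9 µM, even if other replicates fall short; inactive = all replicates below 60% inhibition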;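 also: 0% = neutral control wells and 100% = 4 µM acridine orange control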
RTF Ca sens inh = cardiac RTF calcium desensitization. IANBD-labeled cardiac RTF, Ca2+ fluorescence. inhibition, % at 7.15 µM. actives 0.12% (n = 340,000). AID 493244;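 active = inhibition above the mean inhibition of all tested compounds plus 3 SD, cut at about 17% in these data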;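 also: assay run at fixed EC70 calcium of 1.6 mM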
CAL-PDZ inh HTS = CAL PDZ (human) peptide binding inhibition | Q9HD26 | purified CAL PDZ, TMR-peptide fluorescence polarization, 1 h | inhibition, % at 24.9 µM | actives 0.92% (n = 300,000) | AID 602252;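 active = mean inhibition of at least 30% with at least half of replicates also reaching 30%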;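 also: 0% = DMSO neutral control and 100% = excess unlabeled competitor peptide PRC23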
HTR5A inv ctr = inverse agonist of human HTR5A in OPRM1-OPRD1 counter-screen | P47898 | HTR5A cell line, luminescence, inverse agonism | inhibition, % at 9.3 µM | actives 0.083% (n = 340,000); in the data active = inhibition mostly above about 23%, no sharp cut-off; inactive = mostly below about 18%;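 also: 0% = cells with DMSO and 100% = no-cell wells with DMSO; some compounds called inactive have numbers as strong as hits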
V-ATPase pH = regulators of yeast V-ATPase proton transport; actives 0.37% (n = 350,000); response, % at 10 µM; S. cerevisiae, pHLuorin cytosolic pH fluorescence; in the data active = response mostly above about 7.3%, no sharp cut-off; inactive = mostly below about 5.4%; also: actives read high; inactives centre near 0; some compounds called inactive have numbers as strong as hits; reference of the scale not given here
OPRM1-OPRD1 ag = agonists of human mu-delta opioid receptor heterodimerization. activation, % at 9.3 µM. actives 0.3% (n = 340,000). cells, OPRM1-OPRD1 heterodimerization, luminescence. P35372+P41143. AID 504326; in the data active = activation above about 18%;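 also: 0% = vehicle-treated cells and 100% = reference agonist; values of inactives mirror those of a sister screen read the other way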
cardiac RTF act = increases calcium sensitivity of human cardiac regulated thin filaments | IANBD-labeled TnC RTF fluorescence at EC20 calcium; 0% EC20 calcium, 100% full calcium | activation, % at 7.2 µM | actives 0.24% (n = 340,000);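 active = activation above the mean over all tested compounds plus 3 SD, cut at about 30% in these data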;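 also: rise in fluorescence read as greater calcium sensitivity of cardiac thin filaments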
* hit, by the source's call; · = no result given.

SMILES	HTR5A ag	Keap1 Nrf2 FP	OPRM1-OPRD1 inv	C-LANA FP	RTF Ca sens inh	CAL-PDZ inh HTS	HTR5A inv ctr	V-ATPase pH	OPRM1-OPRD1 ag	cardiac RTF act
COc1ccc(CC(C(=O)Nc2cc(C)ccc2C)/C(N)=N/O)cc1 (configuration not stated)	-3	-2	12	0.5	-4	·	16	0	-2.4	-16
O=C(NCc1ccccn1)c1cc(-c2ccncc2)nc2ccccc12	0	2	24	-0.5	-12	·	-18	-4	-4.8	0
CC(C)CNC(=S)NC1CC2CCCC(C1)N2C1CCCCC1 (configuration not stated)	-3	-6	1	4.3	-3	9	-2	0	-0.1	4
CCc1cc(C(=O)NNC(=O)CCN2CCN(c3ccccc3)CC2)sc1C	3	2	8	0.9	-7	0	12	2	-1.6	4
COC(=O)[C@]1(C)N[C@H](CN(C)S(=O)(=O)c2ccc(F)cc2)[C@@H]2C(=O)N(Cc3ccccc3)C(=O)[C@@H]21	1	-4	9	-0.5	-4	0	-5	0	-1.8	-3
Cc1nc2cc(NC(=O)NCCCO)ccc2o1	5	-3	9	-0.6	-2	-3	-61	5	-2.1	2
O=C1[C@@H]2CSCN2C(=O)CN1Cc1cccc(C(F)(F)F)c1	0	-4	20	-3.0	-8	-1	-1	-1	-3.9	2
O=C(c1ccsc1)N1CCCC(Nc2ccc(F)c(F)c2)C1 (configuration not stated)	-2	0	14	0.5	-8	-5	-5	-1	-2.7	-1
CCOC(=O)Oc1ccc(C(=O)OCCCN(C)C)cc1OC	0	0	7	-1.1	-17	-3	0	-1	-1.1	-4
COc1ccc(-n2c3c(cc(C(=O)N4CCCCC4)c2=O)C(=O)CC(C)(C)C3)cc1	-1	2	-2	-2.3	-1	4	3	0	0.4	5
Cc1ccc(C)c(NC(=O)C2CCCN(S(=O)(=O)c3cccnc3)C2)c1 (configuration not stated)	2	0	8	-1.7	-5	-3	-33	-7	-1.5	2
O=[N+]([O-])c1ccc(Cl)c(S(=O)(=O)n2ccnc2)c1	5	-7	-6	-11	1	-1	-16	-1	1.1	1
Cc1ccccc1Oc1ccc(Oc2ccccc2C)nn1	1	-1	-7	0.0	0	-2	23	-2	1.2	3
CCc1ccccc1OCC(=O)Nc1ccc(C)c(S(=O)(=O)N2CCCCCC2)c1	15	-3	9	0.0	3	2	-38	-1	-2.2	0
COc1ccc(NC(=O)O/N=C2/CCCc3ccc(OC)cc32)cc1	19*	-1	12	-1.2	-7	-3	-69	-1	-2.3	-6
COc1ccccc1C(=O)Nc1cccc(C(=O)c2ccccc2)c1	-4	-2	11	-1.1	-9	·	-38	0	-2.2	1
O=C(O)CNC(=S)N(Cc1ccco1)Cc1ccccc1Cl	2	2	2	1.1	0	-2	-4	2	-0.3	-7
Cc1ccc(C(=O)CSC2=C(C#N)C(c3ccco3)C3=C(CCCC3=O)N2)cc1 (configuration not stated)	0	-3	6	0.5	-8	25	8	-7	-1.2	2
Cc1ccc(-c2nnc(N3CCN(c4ccccn4)CC3)c3ccccc23)cc1	13*	2	3	1.3	-22	0	-12	-1	-0.7	-5
Cc1cccc(/C(N)=N/OC(=O)CCCN2C(=O)c3ccccc3C2=O)c1	-2	-2	-38	-0.4	-10	-3	6	-11	6.7	7
CCCC(C(=O)NCC1CCCO1)N(C(=O)CNS(=O)(=O)c1ccccc1)c1ccc(F)cc1 (configuration not stated)	-2	1	18	-2.9	-6	-5	4	2	-2.8	1
COc1ccc(Cl)cc1Nc1nc(-c2sc(NC(=O)c3ccco3)nc2C)cs1	2	-2	15	1.0	-7	-1	5	7	-2.6	4
COc1cc(-c2cc(=O)c3c(C)cc(O)cc3o2)cc(OC)c1OC	2	-5	-77	4.5	1	-3	-7	-3	18	4
COc1ccc(CN2CCC(C(N)=O)CC2)cc1OCc1ccccc1	6	1	9	-0.8	-15	-3	-19	3	-1.9	1

Three compounds from above, sorted by length of the SMILES, descending.
SMILES	HTR5A ag	Keap1 Nrf2 FP	OPRM1-OPRD1 inv	C-LANA FP	RTF Ca sens inh	CAL-PDZ inh HTS	HTR5A inv ctr	V-ATPase pH	OPRM1-OPRD1 ag	cardiac RTF act
CCCC(C(=O)NCC1CCCO1)N(C(=O)CNS(=O)(=O)c1ccccc1)c1ccc(F)cc1 (configuration not stated)	-2	1	18	-2.9	-6	-5	4	2	-2.8	1
Cc1ccc(-c2nnc(N3CCN(c4ccccn4)CC3)c3ccccc23)cc1	13*	2	3	1.3	-22	0	-12	-1	-0.7	-5
COc1cc(-c2cc(=O)c3c(C)cc(O)cc3o2)cc(OC)c1OC	2	-5	-77	4.5	1	-3	-7	-3	18	4

Three entries out of the list above, arranged by the value under C-LANA FP, smallest number first:
compound | Keap1 Nrf2 FP | OPRM1-OPRD1 inv | C-LANA FP | CAL-PDZ inh HTS | V-ATPase pH | OPRM1-OPRD1 ag | cardiac RTF act
CCCC(C(=O)NCC1CCCO1)N(C(=O)CNS(=O)(=O)c1ccccc1)c1ccc(F)cc1 (configuration not stated) | 1 | 18 | -2.9 | -5 | 2 | -2.8 | 1
COc1ccc(NC(=O)O/N=C2/CCCc3ccc(OC)cc32)cc1 | -1 | 12 | -1.2 | -3 | -1 | -2.3 | -6
Cc1ccc(C(=O)CSC2=C(C#N)C(c3ccco3)C3=C(CCCC3=O)N2)cc1 (configuration not stated) | -3 | 6 | 0.5 | 25 | -7 | -1.2 | 2

Other results.
SMILES	HTR5A ag	Keap1 Nrf2 FP	OPRM1-OPRD1 inv	C-LANA FP	RTF Ca sens inh	CAL-PDZ inh HTS	HTR5A inv ctr	V-ATPase pH	OPRM1-OPRD1 ag	cardiac RTF act
CCOC(=O)c1sc(N(Cc2ccccc2)C(=O)COC(=O)c2ccc(O)cc2)nc1C	11*	1	-74	2.2	-7	0	-40	-2	14	5
COc1ccc(-c2noc(N3CCC(C(=O)Nc4ccccc4F)CC3)n2)cc1	-1	-1	-10	-0.2	1	·	7	1	1.9	2
CCCCOc1ccc(C(=O)NC)cc1	-1	1	11	-1.8	2	12	0	0	-1.9	-3
COc1nccnc1NS(=O)(=O)c1ccc(N/C=C2\CCCCC2=O)cc1	7	-3	13	0.0	-8	-4	-30	2	-2.6	-2
COC(=O)C(Cc1ccc(O)cc1)NC(=O)C12CC3CC(CC(C3)C1)C2 (configuration not stated)	1	1	0	-0.8	-9	·	-1	-2	-0.1	-4
Cc1nnc(SCC(=O)Nc2ccc3c(c2)OCCO3)s1	4	5	3	-0.3	-3	-1	24	-1	-0.6	2
CC(C)c1ccc(NC(=O)CN2CCN(C(=O)C3CCCO3)CC2)cc1 (configuration not stated)	-1	-1	11	2.1	0	·	-8	4	-2.1	-1
O=C1Nc2cc(C(=O)N3CCN(c4ccc(F)cc4)CC3)ccc2NC1CSCc1cccc(F)c1 (configuration not stated)	2	-20	7	-0.4	-7	-1	-9	-5	-1.4	6
CCOC(=O)c1ccc(NCc2ccncc2)cc1	-2	-4	15	1.1	0	-5	-26	-7	-3.0	-3
Fc1ccccc1/C=N/n1cc(-c2ccccc2)[nH]c1=S	0	-4	0	-0.7	-3	6	0	-1	-0.1	2
COc1ccc(NC(=O)CN2CCC(NC(=O)C3CCCCC3)CC2)c([N+](=O)[O-])c1	7	-3	7	-1.9	-4	·	2	3	-1.4	6
Fc1ccc(-c2nnn3c2nc(NCc2ccccc2)c2ccccc23)cc1	7	0	10	0.6	-10	-5	-25	-8	-1.9	5

As entered above.
Under OPRM1-OPRD1 inv, `COc1ccc(NC(=O)O/N=C2/CCCc3ccc(OC)cc32)cc1` shows 12
Under RTF Ca sens inh, `CCOC(=O)Oc1ccc(C(=O)OCCCN(C)C)cc1OC` shows -17
Under V-ATPase pH, `COc1ccc(-n2c3c(cc(C(=O)N4CCCCC4)c2=O)C(=O)CC(C)(C)C3)cc1` shows 0

The listing continues:
SMILES	HTR5A ag	Keap1 Nrf2 FP	OPRM1-OPRD1 inv	C-LANA FP	RTF Ca sens inh	CAL-PDZ inh HTS	HTR5A inv ctr	V-ATPase pH	OPRM1-OPRD1 ag	cardiac RTF act
Fc1cccc(Nc2c3c(nc4ccccc24)CCC3)c1	-2	-5	2	-2.2	3	-4	6	1	-0.3	-8
COc1ccccc1N=c1oc2c(OC)cccc2cc1C(=O)NCc1ccco1	11	-7	13	0.7	-3	-2	-11	0	-2.5	3
c1ccc(Cc2nn3c(COc4ccccc4)nnc3s2)cc1	-2	-7	15	1.0	6	1	-22	-3	-2.8	-1
CC1CC(C)(C)CC2(C1)NC(=O)N(CC(=O)N1CCN(S(=O)(=O)c3cccc(F)c3)CC1)C2=O (configuration not stated)	1	0	9	-0.8	2	·	-4	3	-1.8	-8
COc1cc(C(=O)NCc2cccc3ccccc23)ccc1OCc1ccccc1	0	-2	9	-0.4	-2	-1	0	-2	-1.7	-1
O=C(NCCCO)c1cc2c(cn1)[nH]c1ccccc12	0	-3	5	0.3	1	0	-1	-1	-0.9	-4
CCCC(O)(CCN1CCCCC1)c1ccc(OCC)cc1 (configuration not stated)	1	2	5	0.4	0	·	-3	-3	-0.9	-2
CC1CCCCN1C(=O)COC(=O)CNC(=O)c1ccc(Cl)cc1Cl (configuration not stated)	0	0	4	1.1	-1	-11	-2	1	-0.7	2
Cc1cc(C)c(NC(=S)N(CCN2CCCCC2)Cc2ccco2)c(C)c1	-1	-5	-1	0.7	-11	2	23	0	0.1	3
Cc1ccc(C)c(NC(NC(=O)c2cccnc2)C(Cl)(Cl)Cl)c1 (configuration not stated)	2	0	5	-0.9	-1	-1	12	-2	-0.8	3
COC(=O)c1ccc(NC(=O)C2CCCN(S(C)(=O)=O)C2)cc1 (configuration not stated)	-2	-5	8	0.0	4	-2	-5	1	-1.8	5
COc1ccc(NS(=O)(=O)c2cc(NC(=O)/C=C/c3cc(OC)ccc3OC)ccc2N2CCCCC2)cc1	-3	-5	4	-1.6	-5	-3	7	5	-0.7	-1
O=C(NCC1CCCO1)c1nn2c(C(F)(F)F)cc(-c3ccco3)nc2c1Cl (configuration not stated)	2	-1	8	-0.4	-6	-4	10	0	-1.6	1
Clc1ccc(CN2C3=NCCN3c3ccccc32)cc1	1	-4	7	-1.5	-6	-4	-2	-2	-1.7	0
COc1ccc(NC(=O)c2ccc(S(=O)(=O)N(C)C)cc2)cc1OC	9	9	6	-0.4	-4	·	-3	-1	-1.4	-9
